Source: PubChem BioAssay (several laboratories)
GC-B act = GC-B (human) receptor activation. P20594. HEK293-GC-B cells, CNP EC30, cGMP TR-FRET; 0% at EC30 CNP, 100% saturating CNP. activation, % at 10 µM. 370,000 tested, 0.11% active;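 active = activation at 10 µM reaching about 35% in either raw or pattern-adjusted values, limit read from the data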
PG9 Ab binder = small molecules binding HIV-1 gp120 antibody PG9. AID 624416. inhibition, % at 6.7 µM. TR-FRET gp120-PG9 antibody binding. 360,000 tested, 0.43% active; in the data active = inhibition above about 8.5%
NR1D1 modulator = modulators of human Rev-erb alpha DNA binding; P20393; Rev-erbα–FITC-DNA binding, fluorescence polarization, 90 min; activity, % at 10 µM; 370,000 tested, 0.79% active; AID 1259318;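 active = activity above about 14%, limit read from the data; passing the limit was not always enough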;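 note: 0% = DMSO wells with 35 nM protein and 100% = DMSO wells with 750 nM protein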
ARFGAP1 inhibitor = inhibits rat ARF GTPase activating protein 1; inhibition, % at 16.5 µM; Q62848; 360,000 tested, 0.26% active; AID 651572; Arfgap1-stimulated ARF1 GTP hydrolysis, GDP FP detection;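 active = inhibition above a per-plate limit, mean inhibition of low control wells plus 3 SD, cut at about 25% in these data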;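 note: 0% = DMSO wells with enzyme and 100% = wells lacking Arfgap1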
Target sequence (Q62848 1-136 limits assumed): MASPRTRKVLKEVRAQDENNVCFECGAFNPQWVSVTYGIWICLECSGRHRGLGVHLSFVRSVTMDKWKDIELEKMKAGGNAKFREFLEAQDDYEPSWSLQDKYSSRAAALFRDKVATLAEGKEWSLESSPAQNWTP
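Assay system: Rat Arfgap1 GAP domain (His6, aa 1-136), purified enzyme | Buffer or medium: HEPES 25 mM pH 7.5, NaCl 150 mM, MgCl2, DTT | Schedule: GTP hydrolysis reaction 2 h at 25 °C | Signal: FP of antibody-bound GDP Alexa 633 tracer, ex 620/em 688 nm | Measure: Percent inhibition of Arfgap1-stimulated GTP hydrolysis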
GC-A act = GC-A (human) enzyme activation; P16066; activation, % at 10 µM; AID 1671463; 370,000 tested, 0.14% active; HEK293 GC-A cells, cGMP TR-FRET, EC30 ANP; 0% at EC30 ANP, 100% saturating ANP; in the data active = activation above about 40%
ABHD4 inh = ABHD4 (mouse) inhibition, primary FP screen; Q8VD66; purified mABHD4, FP-Rh probe fluorescence polarization; inhibition, % at 8.92 µM; 370,000 tested, 0.54% active;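 active = inhibition exceeding the mean over every tested compound plus 3 SD, cut at about 30% in these data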;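 note: 0% = plate median of compound wells and 100% = S159A mutant with DMSO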
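system = mouse ABHD4 enzyme, wild type | medium = HEPES pH 7.0, NaCl, Pluronic buffer | also added = FP-Rh probe | incubation = Enzyme–compound pre-incubation 45 min, then probe 60 min, both 25 °C | technique = fluorescence polarization, excitation 525 nm, emission 598 nm, BODIPY TMR filters | controls = S159A mutant high control, sample median low control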
ASAP1 inh = ASAP1 ArfGAP inhibition | 360,000 tested, 0.19% active | ASAP1-stimulated ARF1 GTP hydrolysis, GDP FP detection | inhibition, % at 16.5 µM; in the data active = inhibition above about 25%;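 note: 0% = vehicle with enzyme and substrate and 100% = no enzyme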
Target sequence (Q9ULH1 325-724 limits assumed): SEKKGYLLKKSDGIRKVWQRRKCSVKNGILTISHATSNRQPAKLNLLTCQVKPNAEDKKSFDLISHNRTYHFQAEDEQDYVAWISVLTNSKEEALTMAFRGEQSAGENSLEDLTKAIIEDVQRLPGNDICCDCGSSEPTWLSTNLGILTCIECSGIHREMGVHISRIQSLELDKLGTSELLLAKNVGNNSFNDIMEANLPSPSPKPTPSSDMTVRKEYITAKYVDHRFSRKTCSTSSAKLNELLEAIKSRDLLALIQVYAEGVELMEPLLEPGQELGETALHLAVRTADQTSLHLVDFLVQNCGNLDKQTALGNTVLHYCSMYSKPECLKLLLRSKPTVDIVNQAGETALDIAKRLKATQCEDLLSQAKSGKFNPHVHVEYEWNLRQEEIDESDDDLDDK
HTRA1 inh = inhibitors of human serine peptidase HTRA1; Q92743; recombinant HTRA1, FP-rhodamine activity-based probe, fluorescence polarization; inhibition, % at 5.96 µM; 340,000 tested, 0.5% active; AID 504803; in the data active = inhibition above about 36%;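 note: 0% = enzyme with DMSO and 100% = wells lacking enzyme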
Target sequence (Q92743 whole entry, looked up): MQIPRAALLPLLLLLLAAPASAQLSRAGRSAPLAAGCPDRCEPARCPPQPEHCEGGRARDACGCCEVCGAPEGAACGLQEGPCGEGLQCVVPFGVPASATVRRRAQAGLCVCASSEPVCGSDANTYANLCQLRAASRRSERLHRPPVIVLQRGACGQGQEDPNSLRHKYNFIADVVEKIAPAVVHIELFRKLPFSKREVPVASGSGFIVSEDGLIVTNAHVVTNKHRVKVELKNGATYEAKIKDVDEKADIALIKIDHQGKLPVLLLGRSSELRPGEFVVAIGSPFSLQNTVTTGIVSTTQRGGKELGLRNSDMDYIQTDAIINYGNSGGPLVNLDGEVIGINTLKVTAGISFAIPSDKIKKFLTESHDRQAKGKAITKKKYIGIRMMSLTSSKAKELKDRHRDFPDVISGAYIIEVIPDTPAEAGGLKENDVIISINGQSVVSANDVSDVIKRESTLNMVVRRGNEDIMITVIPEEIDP
rCAG RNA binder = binds r(CAG) RNA repeats; r(CAG) RNA repeat, TO-PRO-1 dye displacement fluorescence; inhibition, % at 3 µM; 370,000 tested, 1.3% active;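 active = inhibition above the plate cutoff, the mean of all test compounds on that plate plus 3 SD, cut at about 35% in these data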;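 note: 0% = DMSO alone and 100% = 100 µM mitoxantrone as full dye displacement; higher means more dye released from RNA so lower well fluorescence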
SMARCA2 act = activators of SMARCA2 function. 370,000 tested, 1% active. MG213 cells, MMTV-luciferase reporter, dexamethasone, overnight. activation, % at 9.1 µM; in the data active = activation above about 7.8%;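 note: 0% = vehicle wells and 100% = reference activator wells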
* marks the source's active call; other numbers are inactive results; nt = no result given; & = joins results of further samples. Some of the compounds tested; the hit share may differ from the screen's.

A first look:
SMILES	GC-B act	PG9 Ab binder	NR1D1 modulator	ARFGAP1 inhibitor	GC-A act	ABHD4 inh	ASAP1 inh	HTRA1 inh	rCAG RNA binder	SMARCA2 act
CCOP(=S)(OCC)SCC(=O)NC(C(=O)O)C(C)C (stereo unspecified)	4.6	0.3	-3.3	-3.5	0.8	3.2	-6.3	12.2	1.6	-1.9
C#CCNc1ccncc1S(=O)(=O)NC(=O)NC(C)C	6.0	-3.3	-0.9	5.7	-0.2	4.2	-0.1	4.5	0.3	1.1

All compounds of this part (from the top)
SMILES	GC-B act	PG9 Ab binder	NR1D1 modulator	ARFGAP1 inhibitor	GC-A act	ABHD4 inh	ASAP1 inh	HTRA1 inh	rCAG RNA binder	SMARCA2 act
CCOP(=S)(OCC)SCC(=O)NC(C(=O)O)C(C)C (stereo unspecified)	4.6	0.3	-3.3	-3.5	0.8	3.2	-6.3	12.2	1.6	-1.9
C#CCNc1ccncc1S(=O)(=O)NC(=O)NC(C)C	6.0	-3.3	-0.9	5.7	-0.2	4.2	-0.1	4.5	0.3	1.1
CCN(CC)P(=O)(NC(=O)C(Cl)(Cl)Cl)N(CC)CC.[Cl-].[Cl-].[Cl-].[Nd+3]	-2.9&0.4	-0.2&0.6	-12.8&-0.3	-2.7&-7.2	1.4&2.0	-1.8&-2.1	13.4&-4.2	0.8&11.4	6.8&3.9	-2.8&-0.4
O=c1[nH]c(=O)n(CCC2=CCCCC2)c(O)c1C=NCc1cccnc1	2.9	0.3	1.5	4.1	0.0	-1.3	13.6	-0.3	0.8	-2.0
CC(=Nc1c(C)n(C)n(-c2ccccc2)c1=O)c1c(O)n(Cc2ccccc2)c(=O)[nH]c1=O	2.5	-0.8	-1.3	12.5	2.1	-2.0	6.0	1.2	-4.5	-2.5
COc1ccc(C2SCC(=O)Nc3c2c(C)nn3-c2ccccc2)cc1OC (stereo unspecified)	6.0	2.3	-1.6	1.2	-3.9	-7.4	-5.0	1.8	-0.9	-4.9
O=C(c1ccc(Cl)cc1)C1CCCN(C2CCSCC2)C1 (stereo unspecified)	6.3	-1.3	3.6	-7.5	-1.5	-8.5	2.0	nt	-4.1	-3.8
Cc1cc(OCC(=O)NCc2ccncc2)c2c3c(c(=O)oc2c1)CCCC3	-6.6	0.7	3.3	10.7	-11.4	0.0	-7.3	0.1	-0.2	-3.3
CC(C)c1ccc(N2C(=O)NC(=O)/C(=C/c3cnc(-c4ccccc4)nc3)C2=O)cc1	-7.0	0.0	-2.2	-12.1	-9.8	1.8	3.2	-22.4	23.3	-0.8
COc1ccc(CCNCc2ccccc2)cc1	-5.8	2.2	-0.6	-0.8	-0.1	6.1	-11.9	6.4	0.5	-1.3
CCC1C(c2ccccc2)NC(c2ccccc2)CC1(O)c1ccc(F)cc1 (stereo unspecified)	-2.6	-0.4	0.1	10.7	-1.2	-3.2	8.6	-19.0	-4.1	-7.0
CCC(=Nc1ccc2c(c1)CCC2)c1c(O)n(-c2ccc(OC)cc2)c(=O)[nH]c1=O	5.8	-2.1	2.8	2.2	1.7	1.9	3.7	-3.8	1.1	-8.0
C[C@]12CCC3C(CC[C@H]4C[C@H](N)CC[C@]34C)C1CC[C@H]2O (stereo partly specified)	5.7	0.4	1.0	-6.6	5.6	-4.7	4.3	-2.0	8.7	-1.9
COc1cc(/C=C/c2nc3ccccc3c(=O)n2-c2cccc(O)c2)ccc1O	48.8*	-1.1	-7.9	0.3	23.9	-1.1	3.1	-4.5	10.0	-0.2
CC(C)N1C(=O)NC(=O)C2(Cc3cc([N+](=O)[O-])ccc3N(C)C2c2ccccc2)C1=O (stereo unspecified)	-1.0	-0.5	10.7	-6.0	-5.3	-7.2	-1.9	-18.0	8.7	-5.0
FC(F)(F)c1cccc(NC2=NCCCS2)c1	3.8	-0.2	-7.0	-7.2	1.2	-1.2	-5.8	1.7	-4.9	-2.2
CC(=O)OC1(C)CC(C)C(=O)C(C(O)CC2CC(=O)NC(=O)C2)C1 (stereo unspecified)	0.3	-0.7	-1.0	-3.1	3.9	5.1	10.8	5.0	-1.4	-7.8
COc1ccc(C(c2nnnn2-c2ccc(OC)cc2)N2CCC3(CC2)C(=O)NCN3c2ccccc2)cc1 (stereo unspecified)	-5.0	1.0	5.8	-1.4	-3.8	-1.6	3.8	nt	8.6	-3.3
COc1ccc(CC2NCC(O)C2OC(C)=O)cc1 (stereo unspecified)	6.2	0.4	-6.9	13.0	3.9	6.6	11.3	1.8	3.3	-7.8
CC(C)c1ccc(NC(=O)CCNC(=O)N2C[C@H]3C[C@@H](C2)c2cccc(=O)n2C3)cc1	3.2	-1.4	6.1	-1.7	1.3	-0.3	10.5	-3.3	-5.6	4.9
Cc1nn(CC(C)C)c(Cl)c1C(=O)O	4.6	-0.1	2.3	8.7	1.8	0.3	-0.5	12.2	-1.1	1.1
O=C(CN1C(=O)CN=C(c2ccccc2Cl)c2cc(Cl)ccc21)NCc1ccco1	-31.4	0.3	4.1	4.7	-29.8	-0.9	20.8	-15.6	7.9	-0.9
Cc1cc(C)[n+](C2C3CC4CC(C3)CC2C4)o1 (stereo unspecified)	3.1	-2.7	-7.1	2.4	7.4	-5.8	-10.7	1.8	-1.6	0.8
CN(C)C1(CNC(=O)c2ccc(NS(=O)(=O)c3ccc(Cl)c(Cl)c3)cc2)CCCCC1	-2.1	1.7	-7.9	-6.1	3.1	1.0	15.4	4.1	5.7	-1.1
CSc1ncc(/C=C2/C(=O)NC(=O)N(c3ccc(C)cc3)C2=O)cn1	1.2	-3.1	0.3	9.7	1.9	1.6	-1.1	-1.2	5.2	5.7
CCCCCCC(=O)N/N=C/c1c(O)n(C2CC2)c(=S)[nH]c1=O	3.5	-0.1	3.8	8.8	-0.8	12.2	-2.5	3.2	1.3	-2.4
CNC(=O)Oc1ccccc1OC(C)C	-1.1	-0.2	5.0&-2.8	3.5	4.2	1.2	-8.8	5.6	0.8	0.3
Cc1cc(/C=C2/C(=O)NC(=O)N(Cc3ccco3)C2=O)c(C)n1-c1ccc(C(=O)O)cc1	5.0	-1.6	1.8	14.2	-2.2	-9.6	-1.2	0.9	28.2	0.8
COc1ccc(Cn2c(N)c(C(=O)NCc3ccco3)c3nc4ccccc4nc32)cc1OC	20.9	1.7	-3.6	20.0	24.7	-15.7	-6.3	-21.3	17.8	1.9
CC(C)CC12CN3CCN(CC(C3)C1O)C2 (stereo unspecified)	8.7	-0.5	-0.6	8.6	2.2	4.8	-6.2	2.9	0.1	-4.8
S=P(c1ccccc1)(c1ccccc1)c1cnc2ccccn12	-6.9	nt	8.2	nt	-2.9	-7.6	nt	nt	nt	nt
CCN(CC)CCCNC(=O)c1c(O)c2ccccc2n(Cc2ccccc2)c1=O	9.6	-3.8	1.0	-5.6	4.3	5.6	8.0	-1.9	2.3	0.2
COC(=O)C1=C(c2ccc(OC(F)(F)F)cc2)C[C@@H]2CC[C@H]1N2C(=O)NC1Cc2ccccc2C1	2.4	-2.5	-0.7	-4.1	1.4	8.0	4.8	-5.7	-8.5	-1.2
CCN(CC)S(=O)(=O)c1ccc(NN=C(C#N)C#N)cc1	3.0	-0.3	-1.4	0.7	-1.1	11.4	0.9	-1.6	28.5	-4.6
CC(C)c1onc(C(=O)N2CCC3(CC2)OCCO3)c1[N+](=O)[O-]	3.1	0.1	4.9	6.2	1.0	4.8	2.5	1.7	1.1	-1.5
CCOc1cccc(N2C(=O)CC(=O)NC2=O)c1	0.8	0.5	1.9	10.2	0.9	-5.3	-6.6	-5.1	6.1	-1.5
NCCc1nc2ccccc2s1	-0.5	0.3	2.3	6.6	4.0	3.7	5.2	-0.1	0.1	-4.4
O=C(Cc1ccc(N(CCCl)CCCl)cc1)NC(Cc1ccc(Cl)cc1)C(=O)O (stereo unspecified)	2.2	-0.5	-1.0	-3.3	1.0	-4.3	-2.8	-2.2	3.6	0.2
N=C1c2ccccc2CN1NC(=O)c1ccccc1	-7.6	-0.5	-2.9	5.8	-0.3	1.1	-6.6	9.8	-1.8	0.0
Cc1cccc(C)c1N1CCN(c2c(C)cccc2C)CC1	-4.2	-3.2	2.5	9.1	-4.2	-2.6	-3.6	-4.8	-2.1	-1.0
O=[N+]([O-])c1ccc(N2CCNCC2)cc1Sc1ccccn1	1.3	-2.9	-8.1	4.8	-2.9	-2.6	4.2	2.8	6.1	2.0
CS(=O)(=O)N1Cc2ccccc2-n2nncc2C1	5.1	1.4	1.7	-2.4	0.6	3.9	6.5	-3.1	-0.5	-4.2
CC(=O)Nc1ccc(S(=O)(=O)N2Cc3cnnn3-c3ccccc3C2C#N)cc1 (stereo unspecified)	-1.1	0.0	5.0	-16.1	-3.5	-6.4	-1.4	2.4	0.3	9.7*
CCCC/C(C)=C/[C@@H](NP(=O)(c1ccccc1)c1ccccc1)c1ccccc1	-22.2	1.9	4.5	-0.7	-15.8	-28.1	-4.2	-90.0	-5.0	-0.5
Cc1ccc(N=C(/N=C(\N)N[N+](=O)[O-])Nc2ccc(C)cc2)cc1	1.3	-3.8	-2.4	3.7	1.4	-8.6	3.9	-0.1	-0.3	1.1
CN1CC[C@@]2(C)c3cc(O)ccc3N(C)[C@@H]12	0.3&-3.2	-5.4&-4.6	2.9&2.9	6.6&-4.2	-3.5&0.7	-5.2&1.8	13.5&-0.7	4.6&2.9	4.3&3.5	-3.2&-1.9
COc1ccc(Cc2nccc3cc(OC)c(OC)cc23)cc1OC	9.6	-2.7	9.4&-2.0	3.1	10.1	-5.8	8.8	1.3	2.2	-7.8
ClCCOCCCl	-13.2	0.8	2.5	-0.7	3.8	-0.6	1.9	1.2	0.2	-6.1
O=C(Nc1ccc(Cl)c(Cl)c1)c1ccco1	-2.8	-0.9	3.3	17.4	-0.6	-10.9	16.4	-12.8	0.8	8.2*
c1coc(CNCCc2c[nH]c3ccccc23)c1	0.4	0.2	-0.2	-4.5	-5.5	5.5	-8.0	2.7	-1.9	0.7

Next part:
SMILES	GC-B act	PG9 Ab binder	NR1D1 modulator	ARFGAP1 inhibitor	GC-A act	ABHD4 inh	ASAP1 inh	HTRA1 inh	rCAG RNA binder	SMARCA2 act
Cc1cc(C)c(C2=NOC(O)(C(F)(F)F)C2)c(=O)[nH]1 (stereo unspecified)	-0.2	-1.0	-3.1	5.4	0.2	-1.0	3.7	6.5	-1.1	1.1
COC(=O)C1=C(c2ccc(OC)c(OC)c2)C[C@@H]2CC[C@H]1N2C(=O)NCC1CC1	2.6	1.1	-10.8	-0.5	-0.3	-5.4	2.3	6.6	-1.7	-0.3
N#CCCn1cc(C(=O)Nc2ccccc2Cl)c(-c2ccc([N+](=O)[O-])cc2)n1	-5.5	-1.8	-6.0	3.6	-4.5	4.1	-0.1	-3.7	2.9	4.5
C[C@]12CCC3C(CC[C@H]4C[C@@H](O)CC[C@]34C)C1C[C@@H](O)[C@@H]2O (stereo partly specified)	1.4	0.1	-6.6	3.1	-0.2	-3.4	14.6	-0.1	0.8	0.1
CN1CCN(Cc2cc(=O)n3ccsc3n2)CC1	1.4	-4.0	-4.2	-0.8	3.5	1.9	6.3	3.0	-3.7	-0.8
Oc1ccc(C2=CCNCC2)cc1O	-8.4	-1.4	0.2	4.2	-4.3	11.9	-5.7	11.0	4.8	1.3
